# KCNK3 block: human KCNK3 channel inhibition, primary screen; O14649; CHO-KCNK3 thallium flux, FluxOR fluorescence; active compounds read low; B-score at 10 µM; hit rate 0.84% among 340,000; AID 602410;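 active = B-score under library mean minus 4 SD, starting fluorescence ratio at most library mean plus 5 SD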;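 note: more negative B-score means stronger inhibition of thallium flux through KCNK3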
# ANO1 block: mouse TMEM16A channel inhibition, primary screen. Q8BHY3. HEK293 TMEM16A/YFP iodide influx fluorescence, ionomycin. normalized B-score (activity score, 25-100; higher = stronger inhibition) at 10 µM. hit rate 1.2% among 310,000;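 active = ratio plate-corrected score three or more library SD toward inhibition, starting fluorescence score within five deviations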;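 note: score derived from kinetic fluorescence span divided by baseline fluorescence per well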
# Target sequence (Q8BHY3 whole entry, looked up): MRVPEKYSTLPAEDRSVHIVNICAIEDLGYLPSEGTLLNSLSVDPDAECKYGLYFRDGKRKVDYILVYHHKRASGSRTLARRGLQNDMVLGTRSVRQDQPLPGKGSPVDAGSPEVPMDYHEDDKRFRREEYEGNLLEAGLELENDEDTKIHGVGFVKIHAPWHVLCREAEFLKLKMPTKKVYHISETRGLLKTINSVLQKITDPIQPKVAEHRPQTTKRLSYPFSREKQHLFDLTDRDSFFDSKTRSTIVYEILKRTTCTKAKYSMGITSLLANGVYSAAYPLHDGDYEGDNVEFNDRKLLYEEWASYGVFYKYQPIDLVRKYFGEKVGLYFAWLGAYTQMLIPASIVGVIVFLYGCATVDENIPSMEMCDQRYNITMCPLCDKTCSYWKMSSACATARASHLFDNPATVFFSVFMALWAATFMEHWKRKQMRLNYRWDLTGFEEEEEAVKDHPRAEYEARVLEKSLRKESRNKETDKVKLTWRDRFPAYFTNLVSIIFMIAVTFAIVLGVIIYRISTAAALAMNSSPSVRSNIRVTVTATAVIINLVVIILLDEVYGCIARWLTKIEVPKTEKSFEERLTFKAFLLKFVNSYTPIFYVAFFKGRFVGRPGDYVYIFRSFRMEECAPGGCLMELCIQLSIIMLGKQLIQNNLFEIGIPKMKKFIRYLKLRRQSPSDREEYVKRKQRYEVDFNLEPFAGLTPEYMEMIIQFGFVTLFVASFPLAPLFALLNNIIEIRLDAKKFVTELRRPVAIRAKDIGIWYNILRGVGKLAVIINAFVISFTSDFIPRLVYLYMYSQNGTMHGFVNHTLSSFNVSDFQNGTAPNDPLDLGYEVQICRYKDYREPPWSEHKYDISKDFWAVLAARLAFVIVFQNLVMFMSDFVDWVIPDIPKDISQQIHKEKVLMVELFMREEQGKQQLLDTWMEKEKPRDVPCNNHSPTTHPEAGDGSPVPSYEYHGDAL
# KCNQ1 block: blocks the human KCNQ1 potassium channel; CHO-K1 KCNQ1, FluxOR thallium flux fluorescence; active compounds read high; B-score at 10 µM; hit rate 1.3% among 310,000; AID 2642;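 active = compounds whose thallium flux B-score, printed positive for inhibition, exceeds three library SD while starting fluorescence stays within three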;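 note: channel opened by potassium depolarization with thallium stimulus after 20 min compound exposure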
# ANO1 activ: mouse TMEM16A channel activation, primary screen | Q8BHY3 | HEK293 TMEM16A/YFP-H148Q/I152L, iodide quench fluorescence; active compounds read low | B-score at 10 µM | hit rate 0.3% among 340,000;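 active = fluorescence-ratio B-score plate-corrected deviation score at least 3 library SD below zero, with starting fluorescence score within 5 deviations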;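 note: channel opened by trigger with iodide after compound preincubation; score built on the fluorescence ratio of max minus min over baseline; more negative score means more quench and so TMEM16A activation or potentiation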
# KCNK9 block: blocks the human KCNK9 two-pore domain potassium channel. Q9NPC2. HEK293 KCNK9, FluxOR thallium flux fluorescence; active compounds read low. B-score at 10 µM. hit rate 1.2% among 310,000. AID 488922;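 active = ratio B-score over 3 SD below the library mean, with starting fluorescence within 5 SD of its mean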;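 note: negative B-score means less thallium flux so channel inhibition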
# RGS4 inh: human RGS4 inhibition. P49798. HEK293 M3R/RGS4 inducible, Fluo-4 calcium flux; active compounds read high; triggered by carbachol at its EC20. B-score at 10 µM. hit rate 0.45% among 310,000. AID 463165;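 active = B-score, a plate-corrected calcium signal, over three deviations above library mean, with baseline fluorescence within five deviations of library mean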;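 note: RGS4 expression induced by doxycycline in cells with stable M3 receptor; B-score is computed from the integrated fluorescence ratio over baseline after carbachol; higher B-score means a larger calcium signal and so more RGS4 inhibition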
# RGS4 pot: potentiators or activators of RGS4. hit rate 0.92% among 310,000. AID 463111. HEK293 M3R/inducible RGS4, carbachol calcium flux Fluo4; active compounds read low. B-score at 10 µM;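 active = B-score of the integrated calcium signal more than 4 SD below the library mean, with starting fluorescence not abnormally high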;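 note: negative B-score means reduced calcium response which marks RGS4 activation or potentiation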
#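 test system = HEK293 cells with stable M3R and inducible RGS4 | schedule = recording 10 s baseline at 1 Hz, 100 s post-agonist | technique = Fluo4-AM (2 µM) calcium-flux fluorescence, kinetic read | measure = Agonist-evoked peak-minus-minimum fluorescence over baseline, integrated ratio, B score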
# HDAC3 inh: inhibitors of human histone deacetylase 3 | O15379 | recombinant HDAC3, fluorogenic peptide/trypsin coupled, fluorescence | inhibition, % at 8.3 µM | hit rate 0.15% among 320,000 | AID 2718; in the data active = inhibition above about 26%, passing the limit was not always enough
# KCNQ1 pot: potentiates or activates the human KCNQ1 potassium channel | CHO-K1 KCNQ1, thallium flux FluxOR fluorescence; active compounds read high | B-score at 10 µM | P51787 | hit rate 0.35% among 310,000;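 active = fluorescence ratio B-score, a plate-corrected score, at least three library SD, with initial intensity B-score within 5 SD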
#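 Assay system: stable KCNQ1 CHO-K1 line; medium: assay buffer, equal DMSO in all wells; timing: 90 min dye loading and 20 min compound exposure, both at room temperature; technique: kinetic FluxOR thallium fluorescence, 10-s 1-Hz baseline, 110-s post-stimulus read; read-out basis: B score of baseline-normalized fluorescence ratio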
# hERG rescue: hERG (human) protection from proarrhythmic block. Q12809. CHO-hERG, FluxOR thallium flux, dofetilide IC70 present. activation (rescue from dofetilide block), less the hit threshold, % at 10 µM. hit rate 0.51% among 310,000. AID 1511;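 active = activation above the mean of controls blocked by dofetilide plus 5 SD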;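 note: thallium influx through hERG after potassium depolarization seen as dye fluorescence rise; in these data hits start at about 4.7%; inactives centre near -7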
# SKKanGAS inh: SKKanGAS growth inhibition | S. pyogenes SKKanGAS, kanamycin growth, BacTiter-Glo, 6 h | hit rate 1.3% among 300,000 | inhibition, % at 7.5 µM;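 active = mean replicate score, as percent of positive control median, at least 50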;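 note: strain carries kanamycin resistance gene driven by streptokinase promoter and grows in 40 µg/ml kanamycin; loss of luminescence reflects streptokinase promoter inhibition or plain growth inhibition; 0% = median of DMSO wells and 100% = positive control at its reference dose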
# Starred values were filed as active, the others as inactive; i = inactive; . = not tested or not shown.
smiles	KCNK3 block	ANO1 block	KCNQ1 block	ANO1 activ	KCNK9 block	RGS4 inh	RGS4 pot	HDAC3 inh	KCNQ1 pot	hERG rescue	SKKanGAS inh
COc1ccc(CCNc2nc3c(c(=O)n(C)c(=O)n3C)n2C)cc1OC	i	i	i	i	i	i	i	2.8	i	-17.3	-9.9
Cc1ccc(C(C)NC(=O)c2cc3cc(Br)ccc3oc2=N)cc1 (stereo not given)	i	i	7*	i	i	i	-9.15*	.	i	-21.5	17.7
CC1CN(C(=O)c2ccccc2Sc2ccccc2C#N)CC(C)O1 (stereo not given)	i	i	i	i	i	i	i	-2.1	i	-6.7	16.5
O=C(CCl)Nc1cccc(S(=O)(=O)NC2=NCCC2)c1	i	i	i	i	i	i	i	-3.2	i	-9.6	-0.1
COc1ccc(OC)c(NC(=O)CC2C(=O)NCCN2C(=O)Nc2cccc(Cl)c2)c1 (stereo not given)	i	i	i	i	i	i	i	4.0	i	-12.1	-8.7
COc1ccc(S(=O)(=O)N2CCOC2CNC(=O)C(=O)NCCc2ccccc2)cc1OC (stereo not given)	i	i	i	i	i	i	i	-14.3	i	-9.0	-8.3
O=C(NC(=S)NC1CCSC1=O)c1ccccc1F (stereo not given)	i	i	i	i	i	i	i	-7.6	i	-12.4	0.3
O=C(CCNC(=O)c1ccco1)Nc1ccc(Cl)cc1F	i	i	i	i	i	i	i	-2.5	i	-6.7	-3.0
CCOc1ccc(NC(=O)C(CC)n2nc(C)c3c(C)n(-c4ccccc4)nc3c2=O)cc1 (stereo not given)	i	i	i	i	i	i	i	-1.4	i	-4.6	-6.9
Cc1ccc(N(Cc2ccccc2)C(=O)c2cccc(S(=O)(=O)N3CCN(C)CC3)c2)cc1	i	i	i	i	i	i	i	2.7	i	-8.6	0.7
C=CCNC(=O)CN1c2cccc3cccc(c23)S1(=O)=O	i	i	i	-6.62*	i	i	i	-3.8	i	-6.4	3.9
Cn1ncc2c(NNC(=O)c3ccc(Cl)c(Cl)c3)ncnc21	i	i	i	i	i	i	i	-1.2	i	-8.0	-1.3
COc1ccccc1NC(=O)N1CCCC(C(=O)Nc2cccc(C)c2C)C1 (stereo not given)	i	i	i	i	i	i	i	-1.2	i	-5.3	39.4
COc1cc(S(=O)(=O)NCc2ccccc2)ccc1-n1cnnn1	i	i	i	i	i	i	i	0.1	i	-0.3	-0.4
COc1ccc(CC(=O)Nc2cccc(-c3cn4ccccc4n3)c2)cc1	i	i	i	i	i	i	i	-4.0	i	-7.4	-5.9
CN(C)CCn1c(NCc2ccc3c(c2)OCO3)nc2ccccc21	i	i	i	i	i	i	i	-1.3	i	-4.6	-1.4

# Random excerpt: 3 compounds from above, in no set order.
smiles	KCNK3 block	ANO1 block	KCNQ1 block	ANO1 activ	KCNK9 block	RGS4 inh	RGS4 pot	HDAC3 inh	KCNQ1 pot	hERG rescue	SKKanGAS inh
COc1ccc(CC(=O)Nc2cccc(-c3cn4ccccc4n3)c2)cc1	i	i	i	i	i	i	i	-4.0	i	-7.4	-5.9
Cc1ccc(C(C)NC(=O)c2cc3cc(Br)ccc3oc2=N)cc1 (stereo not given)	i	i	7*	i	i	i	-9.15*	.	i	-21.5	17.7
COc1ccc(CCNc2nc3c(c(=O)n(C)c(=O)n3C)n2C)cc1OC	i	i	i	i	i	i	i	2.8	i	-17.3	-9.9

# Going on with the list.
smiles	KCNK3 block	ANO1 block	KCNQ1 block	ANO1 activ	KCNK9 block	RGS4 inh	RGS4 pot	HDAC3 inh	KCNQ1 pot	hERG rescue	SKKanGAS inh
CCNCCNC(=O)c1c(O)c2c([nH]c1=O)CCCC2	i	i	i	i	i	i	i	-4.9	i	-8.6	-1.6
CCN1N=C(C)C=C(c2ccccc2)n2c1nc1ccccc12	i	i	i	i	i	i	i	-14.9	i	-12.1	-6.2
Cc1ccc2nc(SCc3ccccc3)c(C=O)c(=O)n2c1	i	i	i	i	i	i	i	-6.1	i	-5.4	-10.9
O=C(NCCN1C(=O)S/C(=C\c2ccc(Cl)c(Cl)c2)C1=O)C1COc2ccccc2O1 (stereo not given)	i	i	i	i	i	4.86*	i	-1.2	i	-24.5	-3.5
CCOC(=O)c1c(NC(=O)CSc2nnc3ccccn23)sc2c1CCC2	i	i	i	i	i	i	i	2.8	i	-14.0	-4.5
COc1cccc(CNC(=O)Cn2c(=O)oc3cc(S(=O)(=O)N4CCCCC4)ccc32)c1	i	i	i	i	i	i	i	3.1	i	-5.6	-9.8
COc1ccc(CNC(=O)CN(C(=O)Cn2nnc(-c3ccccc3F)n2)c2ccc(C)cc2)cc1	i	i	i	i	i	i	i	1.8	i	-0.9	10.9
Cc1ccc(OCC(O)CN2C(=O)NC(C)(C)C2=O)cc1C (stereo not given)	i	i	i	i	i	i	i	-8.2	i	-9.1	-4.0
CN(C)CCCn1c(=O)n(Cc2ccccc2)c(=O)c2c3c(sc21)CCCCC3	i	i	i	i	i	i	i	1.0	i	-10.2	-1.5
Cc1cc(C(=O)N2CCN(Cc3ccc4c(c3)OCO4)CC2)on1	i	i	i	i	i	i	i	1.9	i	-9.6	-3.9
CCCCn1c(N)c(N(CCOC)C(=O)CC(NC(=O)c2ccccc2)c2ccccc2)c(=O)[nH]c1=O (stereo not given)	i	i	i	i	i	i	i	-8.2	i	-17.8	-6.5
O=C(COC(=O)CNC(=O)c1ccccc1)Nc1ccc(Cl)cc1C(F)(F)F	i	i	i	i	i	i	i	1.9	i	-8.3	6.8
COc1ccccc1N1CCN(C/C(C)=C/c2ccccc2)CC1	i	i	i	i	i	i	i	4.7	i	-15.2	-3.1
Cc1ccc(-n2[nH]c(C)c(C=Nc3ccc(S(=O)(=O)Nc4nccs4)cc3)c2=O)cc1	.	i	i	.	i	i	i	6.9	i	-8.4	9.4
O=C(COC(=O)c1ccco1)NC(c1ccccc1)c1ccccc1	i	i	i	i	i	i	i	-0.8	i	-14.7	-7.8
CCNC(=O)COc1cc(C)c(Cl)c(C)c1	i	i	i	i	i	i	i	1.8	i	-7.0	7.5
O=C(NCCC1=CCCCC1)c1c(O)nc2sccn2c1=O	i	i	i	i	i	i	i	.	i	-8.8	31.0
COC(=O)c1cc(OC)c(OC)cc1NCC(=O)Nc1ccc(C)cc1	i	i	i	i	i	i	i	.	i	-16.8	-4.6
CC(Oc1cccc(Cl)c1)C(=O)Nc1ccc(S(=O)(=O)Nc2ncccn2)cc1 (stereo not given)	i	i	i	i	i	i	i	1.8	i	-16.4	8.1
CCc1n[nH]c(=O)c2cc3cc(OC)ccc3n12	i	i	i	i	i	i	i	-3.0	i	-1.6	-7.9
CCSc1nc2c(c(=O)n1Cc1ccccc1)SC(C)C2 (stereo not given)	i	i	i	i	i	i	i	3.2	i	-1.9	-0.9
CC(OC(=O)Cn1cnc2c1c(=O)n(C)c(=O)n2C)C(=O)Nc1ccc(Cl)cc1 (stereo not given)	i	i	i	i	i	i	i	-1.7	i	-8.3	-4.2
COC(=O)c1sc(NC(=O)c2cnccn2)c(C(=O)OC)c1C	.	i	i	.	i	i	i	-1.4	i	3.1	-15.7
O=C(Nc1ccccc1)Nc1cccc(Cl)c1	i	i	13*	i	i	i	i	7.8	i	-13.2	1.3
CCN(CC)C(=O)Cn1cc(C(=O)C(=O)NCCCN2CCOCC2)c2ccccc21	i	i	i	i	i	i	i	1.6	i	-8.3	3.9
CCN(CC)Cc1c(C(=O)N/N=C/c2cccnc2)nnn1-c1nonc1N	i	i	i	i	i	i	i	5.0	i	-6.7	-4.7
CCn1cc([N+](=O)[O-])c(C(=O)Nc2ccn(C34CC5CC(CC(C5)C3)C4)n2)n1	i	i	i	i	i	i	i	-1.5	i	-4.8	8.3
Cc1cc(C)nc(N/N=C/C2=C(O)CC(c3ccccc3)CC2=O)n1 (stereo not given)	.	i	i	.	i	i	i	-12.4	i	1.3	47.0
CCCC(=O)N1c2ccccc2NC2=C(C(=O)CCC2)C1c1ccc(F)cc1 (stereo not given)	i	i	i	i	i	i	i	8.0	i	-3.5	-0.1
O=C(OCc1ccc([N+](=O)[O-])cc1)c1cc(S(=O)(=O)N2CCCCC2)ccc1N1CCOCC1	i	i	i	i	i	i	i	-0.3	i	-19.4	4.8
S=C(NCc1cccs1)Nc1ccc(Br)cc1Cl	i	i	i	i	i	i	i	4.2	i	-6.8	26.3
COc1ccc(-n2c(-c3ccc(C)cc3)n[nH]c2=S)cc1	i	i	i	i	i	i	i	0.9	i	-8.8	-3.6
O=C(c1ccccc1)c1nn(-c2cccc(Cl)c2)ccc1=O	i	i	i	i	i	i	i	1.6	i	-6.8	10.1
ClC1=C(Cl)C(Cl)=C(Cl)C1=C/C=C/c1ccccc1	i	i	i	i	i	i	i	-6.7	i	-10.5	35.7
Cc1cc(N2CC(C)OC(C)C2)nc(C(C)C)n1 (stereo not given)	i	i	i	i	i	i	i	-2.7	i	-3.0	-0.9
Cc1cccc(Oc2cc(NC(=O)c3ccccc3)cc([N+](=O)[O-])c2)c1	-11.6*	i	6*	i	-11.7*	i	i	9.7	i	-18.9	34.7

# Record cards, from the list above.
# Cc1cc(N2CC(C)OC(C)C2)nc(C(C)C)n1 (stereo not given) as listed: KCNK3 block: i; ANO1 block: i; KCNQ1 block: i; ANO1 activ: i; KCNK9 block: i; RGS4 inh: i; RGS4 pot: i; HDAC3 inh: -2.7; KCNQ1 pot: i; hERG rescue: -3.0; SKKanGAS inh: -0.9
# O=C(c1ccccc1)c1nn(-c2cccc(Cl)c2)ccc1=O as listed: KCNK3 block: i; ANO1 block: i; KCNQ1 block: i; ANO1 activ: i; KCNK9 block: i; RGS4 inh: i; RGS4 pot: i; HDAC3 inh: 1.6; KCNQ1 pot: i; hERG rescue: -6.8; SKKanGAS inh: 10.1

# Bioassay records: PubChem BioAssay, several laboratories
